Assay outcomes: PubChem, Dana-Farber Cancer Institute and Novartis Institutes for BioMedical Research (Cambridge, Mass)
UCHL1 block – inhibitors of human UCHL1 deubiquitinase; purified UCHL1, Ub-rhodamine cleavage fluorescence; inhibition, % at 20 µM; 47,000 tested, 0.2% active
Target sequence (P09936 whole entry, looked up): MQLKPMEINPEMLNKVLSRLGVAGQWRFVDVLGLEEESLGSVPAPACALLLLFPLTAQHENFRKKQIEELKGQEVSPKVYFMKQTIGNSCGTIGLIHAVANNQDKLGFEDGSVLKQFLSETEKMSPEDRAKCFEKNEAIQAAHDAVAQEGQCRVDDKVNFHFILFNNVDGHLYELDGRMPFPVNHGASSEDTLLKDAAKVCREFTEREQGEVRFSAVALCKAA
USP30 block – inhibitors of human USP30 deubiquitinase. Q70CQ3. purified USP30, Ub-rhodamine cleavage fluorescence. inhibition, % at 25 µM. 47,000 tested, 5.3% active. AID 1645860
OTUD3 block – blocks human OTUD3 ubiquitin-rhodamine cleavage | inhibition, % at 25 µM | 47,000 tested, 0.7% active | purified OTUD3, Ub-rhodamine fluorescence, 2 h | Q5T2D3
USP8 inh – inhibitors of human USP8 deubiquitinase. P40818. purified USP8, Ub-rhodamine cleavage fluorescence, 30 min. inhibition, % at 20 µM. 47,000 tested, 4.2% active. AID 1645853
USP17 block – inhibitors of human USP17 deubiquitinase; inhibition, % at 50 µM; 47,000 tested, 6.5% active; purified USP17, Ub-rhodamine cleavage fluorescence, 3 h; A8MUK1; AID 1645855
USP28 inh – inhibitors of human USP28 deubiquitinase; Q96RU2; purified USP28, Ub-rhodamine cleavage fluorescence, 30 min; inhibition, % at 25 µM; 47,000 tested, 3% active; AID 1645857
USP10 block – human USP10 deubiquitinase inhibition; 47,000 tested, 1.1% active; inhibition, % at 20 µM; Q14694; purified USP10, Ub-rhodamine fluorescence, 60 min
Target sequence (Q14694 whole entry, looked up): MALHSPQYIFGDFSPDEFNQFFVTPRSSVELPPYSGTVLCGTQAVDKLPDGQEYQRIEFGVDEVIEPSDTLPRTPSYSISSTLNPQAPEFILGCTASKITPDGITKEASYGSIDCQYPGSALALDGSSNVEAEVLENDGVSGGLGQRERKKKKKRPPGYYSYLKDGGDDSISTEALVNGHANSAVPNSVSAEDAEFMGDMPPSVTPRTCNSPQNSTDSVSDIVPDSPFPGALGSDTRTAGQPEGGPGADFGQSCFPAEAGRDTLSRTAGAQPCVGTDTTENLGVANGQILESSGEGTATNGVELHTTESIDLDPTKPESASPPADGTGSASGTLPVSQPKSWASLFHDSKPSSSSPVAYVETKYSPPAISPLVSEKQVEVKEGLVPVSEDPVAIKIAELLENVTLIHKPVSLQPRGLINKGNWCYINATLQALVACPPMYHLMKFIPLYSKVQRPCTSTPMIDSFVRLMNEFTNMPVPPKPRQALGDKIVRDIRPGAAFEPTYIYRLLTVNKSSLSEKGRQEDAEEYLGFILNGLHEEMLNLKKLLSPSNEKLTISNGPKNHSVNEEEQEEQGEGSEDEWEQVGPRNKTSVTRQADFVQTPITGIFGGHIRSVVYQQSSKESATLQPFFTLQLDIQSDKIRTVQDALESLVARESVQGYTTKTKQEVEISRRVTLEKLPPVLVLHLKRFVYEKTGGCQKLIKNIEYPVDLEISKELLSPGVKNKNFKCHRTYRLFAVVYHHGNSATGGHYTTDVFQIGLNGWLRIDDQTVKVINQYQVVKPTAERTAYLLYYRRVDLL
USP7 inh – blocks human USP7 ubiquitin-rhodamine cleavage | inhibition, % at 20 µM | AID 1645854 | 47,000 tested, 0.3% active | Q93009 | purified USP7, Ub-rhodamine cleavage fluorescence
The depositor's hits bear a star. Rule as the data show it: active = inhibition above about 30%; inactive = the rest. Outcome played no part in choosing rows; overall some 13% were active at least once.

Start of the data: the first 5 entries, ahead of the listing:
Screening O=S(=O)(NC1CCc2ncc(C(F)(F)F)n2C1)c1ccccc1 (stereo unspecified) returned UCHL1 block 0.2, USP30 block 18.4, OTUD3 block 10.1, USP8 inh 1.0, USP17 block -0.8, USP28 inh 5.0, USP10 block 1.1 and USP7 inh 1.5.
COc1ccc(N2CC(C(=O)Nc3c(C)cccc3C)CC2=O)cc1 (stereo unspecified) was read as UCHL1 block -0.3, USP30 block -8.1, OTUD3 block -10.2, USP8 inh 2.7, USP17 block -5.7, USP28 inh -2.3, USP10 block 6.3 and USP7 inh 2.4.
For O=C(c1cc(Br)ccc1F)N1CCN(Cc2cc(=O)n3ccsc3n2)CC1 the results were UCHL1 block -5.5, USP30 block -28.7, OTUD3 block -15.3, USP8 inh -5.5, USP28 inh -24.9, USP10 block -4.7 and USP7 inh -1.0.
`COc1cc(OC)cc(N2C(=O)N(CC(=O)c3ccc(Br)cc3)c3ccccc3S2(=O)=O)c1` gave UCHL1 block 14.0, USP30 block 22.6, OTUD3 block -4.7, USP8 inh 33.4*, USP17 block 30.3*, USP28 inh 11.4, USP10 block 81.2* and USP7 inh 45.6*.
For COc1ccc(-c2ccc(C#N)c(=O)n2Cc2cccc(OC)c2)cc1 the results were UCHL1 block -0.8, USP30 block -12.7, OTUD3 block -5.0, USP8 inh 3.2, USP17 block 6.0, USP28 inh -4.7, USP10 block 0.0 and USP7 inh 4.7.

The listing, previewed entries included:
Screening O=S(=O)(NC1CCc2ncc(C(F)(F)F)n2C1)c1ccccc1 (stereo unspecified) returned UCHL1 block 0.2, USP30 block 18.4, OTUD3 block 10.1, USP8 inh 1.0, USP17 block -0.8, USP28 inh 5.0, USP10 block 1.1 and USP7 inh 1.5.
COc1ccc(N2CC(C(=O)Nc3c(C)cccc3C)CC2=O)cc1 (stereo unspecified) was read as UCHL1 block -0.3, USP30 block -8.1, OTUD3 block -10.2, USP8 inh 2.7, USP17 block -5.7, USP28 inh -2.3, USP10 block 6.3 and USP7 inh 2.4.
For O=C(c1cc(Br)ccc1F)N1CCN(Cc2cc(=O)n3ccsc3n2)CC1 the results were UCHL1 block -5.5, USP30 block -28.7, OTUD3 block -15.3, USP8 inh -5.5, USP28 inh -24.9, USP10 block -4.7 and USP7 inh -1.0.
`COc1cc(OC)cc(N2C(=O)N(CC(=O)c3ccc(Br)cc3)c3ccccc3S2(=O)=O)c1` gave UCHL1 block 14.0, USP30 block 22.6, OTUD3 block -4.7, USP8 inh 33.4*, USP17 block 30.3*, USP28 inh 11.4, USP10 block 81.2* and USP7 inh 45.6*.
For COc1ccc(-c2ccc(C#N)c(=O)n2Cc2cccc(OC)c2)cc1 the results were UCHL1 block -0.8, USP30 block -12.7, OTUD3 block -5.0, USP8 inh 3.2, USP17 block 6.0, USP28 inh -4.7, USP10 block 0.0 and USP7 inh 4.7.
`Cc1cccc(N(Cc2nc3nc(C)cc(C)n3n2)C(=O)COc2ccccc2)c1` gave UCHL1 block 3.5, USP30 block 14.3, OTUD3 block 12.9, USP8 inh 9.0, USP17 block 7.9, USP28 inh 5.7, USP10 block -1.2 and USP7 inh 5.2.
Cc1nnc(C(=O)Nc2cccc(C(=O)NCCN3CCCCCC3)c2)s1 was read as UCHL1 block -39.2, USP30 block inactive, OTUD3 block -172.1, USP8 inh -19.0, USP17 block -107.2, USP28 inh -149.0, USP10 block -7.8 and USP7 inh -38.2.
For COc1ccccc1-n1cnc2cc(C(=O)N3CCOCC3)ccc21 the results were UCHL1 block -0.7, USP30 block -18.1, OTUD3 block -2.0, USP8 inh -5.4, USP17 block -0.4, USP28 inh -7.5, USP10 block -1.9 and USP7 inh -2.1.
For O=C(CC1(O)CCCCC1)N1CCCC1c1ccnc(=O)[nH]1 (stereo unspecified) the results were UCHL1 block -12.5, USP30 block -74.4, OTUD3 block -11.7, USP8 inh -19.2, USP17 block -13.3, USP28 inh -22.5, USP10 block -3.8 and USP7 inh -12.0.
`O=C(/C=C/c1c(F)cccc1Cl)NCCN1CCOCC1` gave UCHL1 block 1.1, USP30 block -19.9, OTUD3 block 0.9, USP8 inh -15.5, USP17 block -10.6, USP28 inh 1.8, USP10 block -0.1 and USP7 inh 5.1.
CCOCCn1ccc2c(OCC(=O)Nc3ccc4c(c3)OCCO4)cccc2c1=O was read as UCHL1 block -1.1, USP30 block 84.2*, OTUD3 block 6.5, USP8 inh -1.1, USP17 block 66.0*, USP28 inh 44.4*, USP10 block 6.1 and USP7 inh 0.1.
Screening COc1ccc(OC)c(-c2cn3ccn(-c4ccc(F)c(Cl)c4)c(=O)c3n2)c1 returned UCHL1 block 22.1, USP30 block 19.0, OTUD3 block 21.2, USP8 inh 94.2*, USP17 block 38.7*, USP28 inh 16.9, USP10 block 30.5* and USP7 inh -57.2.
CC(=O)c1cccc(NC(=O)CSc2nnc3c4cc(-c5ccccc5)nn4ccn23)c1 was read as UCHL1 block -2.1, USP30 block -187.0, OTUD3 block -20.3, USP8 inh -10.8, USP17 block 14.2, USP28 inh -38.0, USP10 block -2.3 and USP7 inh -2.6.
`Cc1cccc(NC(=O)c2cccc(N3C(=O)C(C)(C)CS3(=O)=O)c2)c1` gave UCHL1 block 2.1, USP30 block 7.8, OTUD3 block 5.4, USP8 inh 8.8, USP17 block -0.2, USP28 inh 2.8, USP10 block -1.1 and USP7 inh -20.2.
For Cc1ccc(NC(=O)CCn2nc(C)c(S(=O)(=O)N3CCOCC3)c2C)c(C)c1 the results were UCHL1 block -2.2, USP30 block -15.2, OTUD3 block -3.0, USP8 inh -20.1, USP17 block -12.2, USP28 inh -4.5, USP10 block -2.9 and USP7 inh -2.0.
Screening NS(=O)(=O)c1ccc(CCNC(=O)C2CCN(c3nc4ccccc4[nH]3)CC2)cc1 returned UCHL1 block 2.4, USP30 block 12.5, OTUD3 block 6.2, USP8 inh -5.4, USP17 block 5.2, USP28 inh 0.0, USP10 block -2.8 and USP7 inh 0.7.
CCC(CC)C(=O)N1CCC2(CC1)NC(=O)N(CCOc1ccccc1)C2=O was read as UCHL1 block -0.3, USP30 block -12.7, OTUD3 block -1.1, USP8 inh -6.2, USP17 block -0.1, USP28 inh -11.5, USP10 block -0.3 and USP7 inh -2.0.
Screening O=C(NCCc1ccccc1Cl)c1cnc2sccn2c1=O returned UCHL1 block -1.9, USP30 block 0.0, OTUD3 block 1.3, USP8 inh -3.1, USP17 block 2.0, USP28 inh 6.5, USP10 block -1.0 and USP7 inh -2.3.
Screening Cn1nc(C(C)(C)C)cc1C(=O)N1CCC[C@H](C(=O)c2ccccc2F)C1 returned UCHL1 block -34.8, USP30 block -497.4, OTUD3 block -0.5, USP8 inh -1.8, USP17 block -0.1, USP28 inh -4.4, USP10 block -1.6 and USP7 inh -4.8.
Cc1ccc(Nc2nc(NCCN3CCOCC3)nc3c2cnn3C)cc1C was read as UCHL1 block 0.1, USP30 block -4.2, OTUD3 block -13.0, USP8 inh -5.3, USP17 block -10.4, USP28 inh -11.0, USP10 block -1.0 and USP7 inh -2.6.
Screening Cc1ccc(C(C)NC(=O)c2cccc(-c3cnc(N4CCCC4)nc3)c2)cc1 (stereo unspecified) returned UCHL1 block -4.0, USP30 block -10.3, OTUD3 block -3.1, USP8 inh 2.3, USP17 block 11.0, USP28 inh -5.9, USP10 block 4.2 and USP7 inh 0.1.
`O=S(=O)(c1ccc(F)c(Cl)c1)N1CCCC(c2nnc(C(F)(F)F)o2)C1` (stereo unspecified) gave UCHL1 block -1.8, USP30 block 7.6, OTUD3 block -2.8, USP8 inh -9.6, USP17 block 1.4, USP28 inh 0.0, USP10 block -2.0 and USP7 inh -1.5.
O=C(c1ccco1)N1CCCC1c1nc(-c2ccccc2)n[nH]1 (stereo unspecified) was read as UCHL1 block 5.8, USP30 block 14.7, OTUD3 block 11.1, USP8 inh 9.8, USP17 block 4.5, USP28 inh 10.5, USP10 block 6.6 and USP7 inh 8.8.
Cc1ccc(OCC(=O)N2CC[C@@H]3CN(CC(C)C)S(=O)(=O)[C@@H]3CC2)cc1 was read as UCHL1 block -2.7, USP30 block -12.6, OTUD3 block -5.0, USP8 inh -10.7, USP17 block -23.7, USP28 inh -15.6, USP10 block -3.3 and USP7 inh -6.3.
`CCC12CN3CC(C)(CN(C1)C3c1c(C)n(C)c3ccccc13)C2=O` (stereo unspecified) gave UCHL1 block -3.5, USP30 block -2.9, OTUD3 block -6.0, USP8 inh -4.7, USP17 block 4.6, USP28 inh -6.1, USP10 block -3.0 and USP7 inh -0.1.
For O=C(CC1CC1)N1CCC(N2CC(=O)N(Cc3ccccc3Cl)C2)CC1 the results were UCHL1 block -5.0, USP30 block -9.8, OTUD3 block -11.4, USP8 inh -15.3, USP17 block -3.1, USP28 inh -17.9, USP10 block 0.9 and USP7 inh -0.3.
Screening COc1ccc(CCC(=O)N2CCC3(CC2)NCCc2[nH]cnc23)cc1 returned UCHL1 block -2.7, USP30 block -39.5, OTUD3 block -8.3, USP8 inh 12.1, USP17 block -9.3, USP28 inh -14.9, USP10 block -4.9 and USP7 inh -0.3.
`COCCNc1ccc(-c2ccc(C)c(S(=O)(=O)N3CCOCC3)c2)nn1` gave UCHL1 block 0.0, USP30 block 20.5, OTUD3 block 14.9, USP8 inh 21.2, USP17 block 15.6, USP28 inh 5.0, USP10 block 2.8 and USP7 inh 3.6.
Screening COc1ccc(Cc2nc(-c3ccc4nncn4c3)no2)c(Cl)c1 returned UCHL1 block 1.0, USP30 block 5.2, OTUD3 block 0.7, USP8 inh 6.8, USP17 block 0.3, USP28 inh 41.4*, USP10 block -2.4 and USP7 inh -1.5.
CO\C=C(C(=O)OC)/C(C)=C/C=C/c1ccc(Cl)c(OC)c1 was read as UCHL1 block 7.0, USP30 block 19.9, OTUD3 block 14.3, USP8 inh 10.9, USP17 block 24.6, USP28 inh 10.2, USP10 block 11.2 and USP7 inh -37.2.
CN1CC(C(=O)c2ccc(Oc3ccc(Cl)cc3)cc2Cl)C(c2ccccc2)C1 (stereo unspecified) was read as UCHL1 block -53.2, USP30 block inactive, OTUD3 block -189.2, USP8 inh -108.4, USP17 block -129.8, USP28 inh -179.6, USP10 block -17.5 and USP7 inh -58.1.
`c1ccc(CN2CCN(c3nc4ccccc4n4nnnc34)CC2)cc1` gave UCHL1 block -145.0, USP30 block inactive, OTUD3 block -205.1, USP8 inh -238.1, USP17 block -155.4, USP28 inh -289.5, USP10 block -7.8 and USP7 inh -137.2.
`Cc1ccc(CN2CCCn3nc(C(=O)NCCN4CCCCC4)cc3C2=O)cc1` gave UCHL1 block 2.8, USP30 block 6.5, OTUD3 block 2.4, USP8 inh 4.3, USP17 block -4.2, USP28 inh 9.1, USP10 block 0.0 and USP7 inh -2.4.
O=C(CCc1nc(CSc2nnc(-c3ccncc3)o2)no1)Nc1ccc(F)cc1 was read as UCHL1 block -5.8, USP30 block -2.5, OTUD3 block 1.3, USP8 inh -197.5, USP17 block -25.1, USP28 inh -6.5, USP10 block -1.5 and USP7 inh -3.0.
For COc1cccc(CC(=O)N2CCC(c3ccnc4nc(C(F)(F)F)nn34)CC2)c1 the results were UCHL1 block 5.9, USP30 block 14.7, OTUD3 block 9.9, USP8 inh 15.1, USP17 block 10.2, USP28 inh 7.9, USP10 block -5.7 and USP7 inh -1.3.
`COc1cccc(C(=O)N2CCC3(CC2)CN(Cc2cccnc2)CC32CCN(C)C2=O)c1` (stereo unspecified) gave UCHL1 block -11.4, USP30 block -53.4, OTUD3 block -22.6, USP8 inh -60.3, USP17 block -32.2, USP28 inh -31.3, USP10 block -9.9 and USP7 inh -2.6.
For CCc1cc2c(=O)n(CC(=O)N3c4ccccc4CC3C)cnc2s1 (stereo unspecified) the results were UCHL1 block -5.6, USP30 block -53.8, OTUD3 block -10.1, USP8 inh -24.5, USP17 block -18.3, USP28 inh -11.7, USP10 block -1.3 and USP7 inh -3.8.
O=c1cc(CNS(=O)(=O)C2CC2)nc2n1CCCNC2 was read as UCHL1 block -0.9, USP30 block -4.2, OTUD3 block -6.3, USP8 inh -34.1, USP17 block 0.0, USP28 inh -6.6, USP10 block -4.0 and USP7 inh 0.5.
For COc1cccc(NS(=O)(=O)c2ccc(-c3coc(C)n3)cc2)c1 the results were UCHL1 block -0.6, USP30 block -18.4, OTUD3 block 4.0, USP8 inh 0.0, USP17 block 0.1, USP28 inh 5.6, USP10 block 2.0 and USP7 inh 1.5.
O=C(NCCc1c[nH]c2ccccc12)c1cc2sccc2n1Cc1ccccc1 was read as UCHL1 block 1.2, USP30 block -20.6, OTUD3 block -1.2, USP8 inh 10.6, USP17 block 43.6*, USP28 inh -0.1, USP10 block 11.3 and USP7 inh -10.7.
